# HEK293 tox: cytotoxicity in counter-screen for GLP-1R inverse agonists. HEK293 cAMP-luciferase reporter cells, luminescence, 24 h. Potency, µM (series often up to 38.3 µM), for inactives: at the highest dose activity change, negative = inhibition, most hits filed as inhibitors. 410,000 tested, 0.13% active;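 also: loss of luciferase light is scored as toxicity; potency is read from the fitted curve at half-maximal effect; % is scaled to controls: 0 for no effect and ±100 for the full control effect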
#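 To flag toxic compounds, the library was rerun on cells for 24 hr at 37 deg C and 5% CO2. Viability-linked luminescence was captured 12 min after adding luciferase detection reagent.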
# IL-1B inflam inh: inflammasome signaling inhibition, IL-1 beta readout; THP-1 LPS/ATP IL-1B secretion, AlphaLISA, 16 h; stronger effect = lower value; activity change, % at 57.5 µM; 360,000 tested, 4.7% active; AID 743279; in the data active = activity change below about -50%; inconclusive = mostly about -30% to -49%; also: % is scaled to controls: 0 for no effect and ±100 for the full control effect
#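 THP-1 cells pretreated 1 hr with compounds (up to 57.5 uM final), then stimulated with LPS (250 ng/mL final) plus ATP (1.25 mM final); secreted IL-1B measured by AlphaLISA after 16 hr, decreased signal indicating inhibition.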
# DRD3 agonist: activates the human D3 dopamine receptor; AID 652048; max activation, %; 410,000 tested, 0.58% active; D3R DiscoveRx beta-arrestin cells, luminescence, 90 min; P35462; in the data active = max activation above about 30%; also: 0% is about no effect; mostly tested at two doses, the higher about 12 µM
# Target sequence (P35462 whole entry, looked up): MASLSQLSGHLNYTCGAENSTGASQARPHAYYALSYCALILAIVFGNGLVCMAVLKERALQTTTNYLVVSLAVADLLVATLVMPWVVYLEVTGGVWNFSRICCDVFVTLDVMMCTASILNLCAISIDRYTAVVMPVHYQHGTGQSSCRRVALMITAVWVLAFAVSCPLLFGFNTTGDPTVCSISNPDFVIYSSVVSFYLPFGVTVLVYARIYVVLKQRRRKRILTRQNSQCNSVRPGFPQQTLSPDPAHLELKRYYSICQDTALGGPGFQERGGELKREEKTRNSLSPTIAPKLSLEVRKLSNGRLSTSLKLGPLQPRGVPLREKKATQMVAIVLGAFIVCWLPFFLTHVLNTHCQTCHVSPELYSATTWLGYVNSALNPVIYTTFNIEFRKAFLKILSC
#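 Cells at 1500/well, incubated overnight, then treated with pinned compounds (dopamine as control) for 90 min at 37 degrees C. DiscoveRx reagent added for 30 - 60 minutes at room temperature; luminescence read.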
# KB-3-1 cytotox: KB-3-1 parental cell cytotoxicity; KB-3-1 viability, CellTiter-Glo ATP luminescence, 72 h; Potency, µM (doses to about 46.1 µM), without a hit: top-dose activity change, negative = cytotoxic, actives largely listed as cytotoxic; 400,000 tested, 1.4% active; also: potency is read from the fitted curve at half-maximal effect; % is scaled to controls: 0 for no effect and ±100 for the full control effect; nearly all actives have a fitted effect of over 60% in size
#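 Viability of parental KB-3-1 cells, measured by CellTiter-Glo luminescence, followed a 72 h incubation at 37 °C with pinned compounds in phenol-red-free DMEM containing 10% FBS.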
# KB-V1 MDR tox: kills drug-selected multidrug resistant KB-V1 cells. AID 1347076. Potency, µM (highest dose often 46.1 µM), without a hit: top-dose activity change, negative = cytotoxicity, usual class: cytotoxic. 400,000 tested, 3.4% active. KB-V1 MDR cells viability, CellTiter-Glo, 72 h; also: potency is read from the fitted curve at half-maximal effect; % is scaled to controls: 0 for no effect and ±100 for the full control effect; nearly all actives have a fitted effect of over 60% in size
#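 KB-V1, DMEM (no phenol red) + 10% FBS; cpd pin-transferred, titration series; 72 h, 37 degrees C; CellTiter-Glo, luminescence. Data normalized, curve-fit.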
# HT1080-NT tox: kills 2HG-producing HT-1080-NT fibrosarcoma cells. 360,000 tested, 1.6% active. Potency, µM (highest dose often 46.1 µM), for the others: at the top dose activity, negative = less viability, most hits filed as cytotoxic. AID 686970. HT-1080-NT fibrosarcoma viability, CellTiter-Glo ATP luminescence, 48 h;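 also: NT is the 2HG producing partner of a matched IDH1 knockdown line; potency is read from the fitted curve at half-maximal effect; 0% = DMSO-treated cells and -100% = media-only wells without cells; nearly all actives have a fitted effect of over 55% in size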
#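 Fibrosarcoma NT cells, 750 per well in 5% FBS RPMI, were exposed to compound for 48 hours. Viability: CellTiter-Glo luminescence.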
# HT1080 IDH1KD tx: HT-1080 IDH1 knockdown cell toxicity (counter line) | HT-1080 IDH1 knockdown viability, ATP luminescence, 48 h | Potency, µM (highest dose often 46.1 µM), without a hit: at the top dose activity, negative = toxicity, actives largely listed as cytotoxic | 360,000 tested, 2% active | AID 686971;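 also: potency is read from the fitted curve at half-maximal effect; 0% = DMSO wells and -100% = cell-free medium wells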
#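 After a 2 h attachment period, IDH1KD HT-1080 cells took pin-transferred compound for 48 h at 37 °C; ATP-based luminescence after 10 min room-temperature reagent incubation reported viability.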
# SW480 rerep: DNA re-replication induction in SW480 cells. SW480 DNA re-replication, Hoechst DNA content imaging, 48 h. Potency, µM (doses to about 46.1 µM), without a hit: top-dose re-replication activation, hits mostly activators. 340,000 tested, 1.8% active; also: potency is read from the fitted curve at half-maximal effect; % of control where 0% means no effect; nearly all actives have a fitted effect of over 55% in size
#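 Quantitative HTS format with DMSO vehicle controls; 48 hr drug incubation at 37 C, then 40 min Hoechst staining and scanning imager measurement at 405 nm excitation.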
# MCF10A rereplic: induces DNA re-replication in MCF 10a normal breast cells; MCF 10A DNA re-replication, Hoechst nuclear intensity, 48 h; Potency, µM (series often up to 46.1 µM), without a hit: top-dose activity, positive = re-replication, most hits filed as activators; 350,000 tested, 2.9% active; also: potency is read from the fitted curve at half-maximal effect; % of control where 0% means no effect; nearly all actives have a fitted effect of over 50% in size
# * hit, by the source's call; u = inconclusive; x = not tested or not shown; & = joins results of further samples; [ ] = remark or other dose. Unless noted, calls follow the shape of the dose curve; as a rule, active = well fitted curve in the direction sought with a large enough effect; inconclusive = small, poorly fitted or top-dose-only effect, or another doubt; inactive = no such curve, though single readings can be large; an effect the other way counts as inactive or inconclusive.
SMILES,HEK293 tox,IL-1B inflam inh,DRD3 agonist,KB-3-1 cytotox,KB-V1 MDR tox,HT1080-NT tox,HT1080 IDH1KD tx,SW480 rerep,MCF10A rereplic
Cn1c(SCC(=O)NNC(=O)c2ccccc2)nnc1C(F)(F)F,2%,20,-3,6%,u,13%,6%,-3%,-5%
Cc1cc(C)cc(-n2nnc(C(=O)NCc3ccc(Cl)cc3)c2N)c1,-28%,0,0,21%,8%,2%,-1%,2%,12%
Cc1ccc(C)c2sc(NC(=O)CN3C(=O)CCC3=O)nc12,1%,-16,-6,0%,1%,-5%,-6%,-6%,-1%
COc1cccc(CC2(CO)CCN(S(=O)(=O)c3ccc(OC)cc3OC)CC2)c1,-4%,-14,-7,-20%,u,-2%,-5%,-7%,-1%
COc1ccc(CN2CCC2(C)C(=O)NCc2ccc3c(c2)OCO3)c2ccccc12 (stereo not drawn),9%,12,15,-4%,-14%,-23%,-26%,x,x
CC(=O)NC1=NN(C(C)=O)C2(S1)C(=O)N(C(C)=O)c1ccc(C)cc12 (stereo not drawn),-3%[0.307 µM],7,6,-15%,9%,26%,12%,0%,2%
Cc1cccc(C)c1NC(=O)C1CSC2(C)CCC(=O)N12 (stereo not drawn),-1%,-2,-1,4%,-1%,0%,-1%,-1%,0%
Cc1nc2ccc(NS(=O)(=O)c3ccc(Br)cc3)cc2s1,3%,10,-2,23µM*,-8%,-6%,-3%,2%,-4%
CC(OC(=O)CCN=C1NS(=O)(=O)c2ccccc21)C(=O)NCc1ccccc1 (stereo not drawn),13%,7,-2,2%,11%,6%,8%,-6%,1%
COc1ccc(C(=O)Nc2ccc(N3CCN(Cc4ccccc4)CC3)cc2)cc1,0%,24,-7,12%,6%,-1%,16%,0%,9%
CCNc1ccc(-c2nc(-c3ccncc3)no2)cc1[N+](=O)[O-],-6%,x,6,-9%,8%,x,x,x,x
O=C(Cc1cccs1)NNC(=S)NCc1ccco1,-1%,33,-2,-4%,0%,21%,11%,3%,3%
COc1ccc(Cc2nnc(NC(=O)Cn3cnc4c3c(=O)n(C)c(=O)n4C)s2)cc1OC,81%[activator],34,-4,4%,12%,-6%,-2%,-11%,-4%
COc1ccc(CNC(=O)Nc2ccc(OC)cc2)cc1,1%,-10,-10,3%,-19%,4%,-8%,u,18µM*
Fc1ccc(CSc2nnc(-c3ccccn3)o2)cc1,5%,-6,13,6%,19%,-2%,-6%,-1%,0%
NNC(=O)Cn1c(SCc2ccccc2)nc2ccccc21,3%,5,5,0%&9%,0%&0%,-7%,-1%,0%,4%
Cc1cc(N2C(=O)NC(=O)CC2C)c(C)cc1C(C)C (stereo not drawn),10%,16,20,26%,u,-1%,0%,-9%,-4%
Cc1cccnc1NC(=O)CN1C(=O)NC(C)(c2ccc3ccccc3c2)C1=O (stereo not drawn),-2%,-4,-1,0%,-1%,-20%,-4%,-63%[inhibitor],u
COc1ccc(C)cc1NC(=O)CCS(=O)(=O)c1cc2c(cc1Cl)NC(=O)CO2,0%,16,-12,26%,0%,8%,14%,-21%,0%
COc1ccccc1NS(=O)(=O)c1cc(C(=O)N2CCCC2)ccc1C,-1%,3,-2,0%,2%,-1%,7%,-10%,-1%
COC(=O)COc1ccc(S(=O)(=O)NC2CCCCCC2)cc1,10%,u,-1,u,-1%,4%,14%,-2%,-18%
O=C(O/N=C/C1=C(Cl)c2ccccc2CC1)c1ccc(F)cc1,5%,29,-7,u,u,14%,16%,0%,3%
Clc1ccccc1-c1nc(N/N=C/c2cccnc2)c2ccccc2n1,97%[activator],u,-2,0%,0%,-23%,u,4%,20%
COc1cc2c(C(=O)NCc3ccccn3)cn(CC(C)C)c(=O)c2cc1OC,-4%,-18,-7,-11%,0%,1%,0%,-1%,1%

# Reformatted: 3 of the compounds above.
structure | HEK293 tox | IL-1B inflam inh | DRD3 agonist | KB-3-1 cytotox | KB-V1 MDR tox | HT1080-NT tox | HT1080 IDH1KD tx | SW480 rerep | MCF10A rereplic
Cc1nc2ccc(NS(=O)(=O)c3ccc(Br)cc3)cc2s1 | 3% | 10 | -2 | 23µM* | -8% | -6% | -3% | 2% | -4%
CC(OC(=O)CCN=C1NS(=O)(=O)c2ccccc21)C(=O)NCc1ccccc1 (stereo not drawn) | 13% | 7 | -2 | 2% | 11% | 6% | 8% | -6% | 1%
COc1ccc(C(=O)Nc2ccc(N3CCN(Cc4ccccc4)CC3)cc2)cc1 | 0% | 24 | -7 | 12% | 6% | -1% | 16% | 0% | 9%

# (more compounds)
SMILES,HEK293 tox,IL-1B inflam inh,DRD3 agonist,KB-3-1 cytotox,KB-V1 MDR tox,HT1080-NT tox,HT1080 IDH1KD tx,SW480 rerep,MCF10A rereplic
O=Cc1c(-c2ccccc2)cc2oc3ccccc3cc1-2,-8%,4,5,2%,-23%,0%,3%,-27%,u
N#Cc1cn(CC(=O)NCCc2c[nH]c3ccccc23)c2ccccc12,-13%,-17,8,2%,2%,u,-15%,0%,8%
COc1ccc(NC(=O)CSc2nc(=O)n(CCN(C)C)c3c2CCCC3)cc1,-7%,10,0,-5%,-3%,4%,2%,-5%,8%
Cc1cc(C)cc(NC(=O)N2CCN(C(=O)c3nsc4ccccc34)CC2)c1,-4%,x,4,-6%,0%,x,x,x,x
COc1ccc(C(=O)C2CCN(C(=S)NCCc3ccccc3)CC2)cc1,0%,26,1,8%,17%,0%,-2%,3%,5%
CC1(C)Cc2c(sc(NC(=O)COc3ccc(Cl)cc3Cl)c2C(N)=O)C(C)(C)N1,-3%,-16,-4,-2%,-4%,-18%,-14%,u,23µM*
COc1ccc2[nH]c3c(N4CCc5ccccc5C4)ncnc3c2c1,u,-97*,4,2.6µM*,2.6µM*,2.3µM*,10µM*,u,3.7µM*
CCc1ccccc1N(C)S(=O)(=O)c1ccc2[nH]cc(C(=O)NCCOC)c(=O)c2c1,0%,x,4,-14%,11%,x,x,x,x
O=C1c2cnc3ncnn3c2CC2c3ccccc3CCN12 (stereo not drawn),149%[activator],-10,7,16%,2%,16%,18%,u,u
CCOC(=O)c1nnn(C(CC)C(=O)Nc2c(C)cccc2C)c1C(=O)OCC (stereo not drawn),7%,x,-4,-7%,u,x,x,x,x
COC(=O)C1=C(C)NC(=S)NC1c1ccc(-c2cccc(Cl)c2)o1 (stereo not drawn),17%,9,3,3%,0%,23%,28%,18µM*,u
O=C(CN(Cc1ccco1)Cc1ccco1)Nc1cc(S(=O)(=O)N2CCCCC2)ccc1Cl,-3%,-26,7,u,-31%,-7%,u,3%,14%
CCN(CC)C(=S)Nc1ccc(OC(F)F)cc1,-1%[7.66 µM],13,0,-7%,-28%,21%,9%,-6%,4%
Cc1cc(N2CCC(C(=O)N(CC(C)C)CC(C)C)CC2)n2nc(C)c(-c3ccc(Cl)cc3)c2n1,0%,x,6,-5%,-15%,x,x,x,x
COc1ccc(S(=O)(=O)c2c(Nc3c(C)cccc3C)sc(C(=O)c3ccc4c(c3)OCO4)c2N)cc1,u,x,-12,3.7µM*,u,x,x,x,x
CSc1ccc(C2CC(=O)Oc3c2c(=O)n(C)c2ccccc32)cc1 (stereo not drawn),-22%,x,-4,9%,-4%,x,x,x,x
O=C(c1ccco1)N1CCN(C/C=C/c2ccccc2)CC1,23%,-8,-20,1%,-10%,-1%,-1%,-5%,0%
COc1ccccc1C(=O)N1CCN(Cc2c[nH]c3ccccc23)CC1,0%,-1,-10,20%,2%,10%,13%,-3%,2%
COc1ccc(C2=NS(=O)(=O)N(C)C(C(=O)Nc3ccc(C)cc3)=C2)cc1,-3%,-24,-10,-15%,u,-16%,-13%,-2%,2%
CCCCCCSc1cccc(-c2nc3ccc(C)cn3c2NC2CCCCC2)c1,-26%,-4,29,-2%,-3%,0%,u,-10%,16%
Cc1c(C(=O)NCc2ccccc2C(F)(F)F)sc(=O)n1Cc1ccc(Cl)c(Cl)c1,0%,-72*,0,-8%,u,u,-20%,x,x
CCOC(=O)c1sc(N)c(C#N)c1CSc1nc2ccc(OCC)cc2[nH]1,-8%,0,-1,-7%,u,-6%,-5%,-2%,1%
Cc1ccc(/C=N/n2c(-c3ccc(Cl)cc3)n[nH]c2=S)s1,-6%,19,4,3%,-10%,3%,-5%,-2%,0%
CCCCc1ccc(S(=O)(=O)NC(=O)C2(C)CCN2C(=O)c2c(C)noc2C)cc1 (stereo not drawn),1%,25,-11,0%,-18%,0%,15%,x,x
COc1ccc(C2CC(C(F)(F)F)n3nc(C(=O)O)c(Cl)c3N2)cc1OC (stereo not drawn),18%,3,0,6%,2%,9%,7%,2%,4%
CC(OC(=O)c1ccc(Cl)c(S(=O)(=O)Nc2ccc(F)cc2)c1)C(=O)NC(N)=O (stereo not drawn),0%,-25,9,-16%,-5%,20%,-3%,-8%,-2%
COc1cccc(CC(=O)OCc2csc(CC(=O)Nc3ccccc3C)n2)c1,7%,-11,0,10%,-1%,-3%,-2%,-6%,23%
Cc1ccc(/C=N/N=C2/NC(=O)CS2)o1,3%,-2,-1,-6%,-25%,-13%,5%,-7%,-5%
CN(C)CCNC(=O)c1[nH]c(C(F)(F)F)nc1-c1ccccc1,2%,8,3,0%,0%,28%,14%,x,x
COc1ccccc1C(=O)NCCn1cc(SCc2ccc(C)cc2)c2ccccc21,-19%,x,5,-12%,-6%,x,x,x,x
CC12CN3CC(C)(CN(C1)C3c1ccc(Cl)cc1Cl)C2O (stereo not drawn),5%,5,6,4%,-6%,8%,10%,1%,1%
O=C(CCCCCCCCN1C(=O)c2ccccc2C1=O)N1CCOCC1,40%[activator],x,4,-5%,u,0%,-3%,24%,-15%
O=C(Nc1cccc(F)c1)c1ccc2c(c1)OCCO2,-9%,u,2,-23%,-11%,-2%,-10%,-15%,14%
Cc1ccc(/C=N/n2c(-c3cccnc3)n[nH]c2=S)o1,-2%,33,2,3%,0%,0%,4%,0%,1%

# Screening results: PubChem BioAssay, National Center for Advancing Translational Sciences (NCATS)
